TGFb inhibitor: inhibitors of TGF-b signaling; HepG2 CAGA-GFP TGF-b/SMAD3 reporter, GFP fluorescence, 18 h; TGF-beta stimulated, 500 pg/mL final; Potency, µM (doses to about 46.1 µM), for the others: at the top dose activity, negative = inhibition, most hits filed as inhibitors; hit rate 1.2% among 410,000; further: potency means the concentration at half of the fitted maximal effect; on the % scale 0 is the no-effect control and ±100 the full control effect; nearly all actives have a fitted effect of over 65% in size
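GFP signal (ex488/em500-530) from TGF-beta-stimulated HEPG2 CAGA-GFP cells, 500 pg/mL final, 18 h at 37 degrees C in DMEM plus 1% FBS, normalized to unstimulated and DMSO-stimulated controls.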
MmCpn inh: blocks the Methanococcus maripaludis chaperonin Mm-Cpn; Potency, µM (doses to about 76.9 µM), without a hit: at the highest dose activity, negative = inhibition, actives largely listed as inhibitors; purified Mm-Cpn ATPase, ADP Transcreener TR-FRET; AID 504842; hit rate 0.031% among 330,000; further: potency means the concentration at half of the fitted maximal effect; on the % scale 0 is the no-effect control and ±100 the full control effect; nearly all actives have a fitted effect of over 80% in size
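ATPase read-out: TR-FRET ADP immunoassay (anti-ADP Eu cryptate vs ADP-d2), ex 320 nm, em 590/665 nm; signal drops as ADP forms. Enzyme 25 nM, ATP 10 uM, 30 min at 37°C after 10 min compound preincubation.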
CCT modulator: cytosolic chaperonin activity modulation. activity change, % (test concentration not listed), hits read low. purified chaperonin ATPase assay, HTRF ADP detection, 30 min. hit rate 0.3% among 360,000. AID 651819; in the data active means activity change below about -30%; further: on the % scale 0 is the no-effect control and ±100 the full control effect
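Nucleotide hydrolysis assay: TRiC at 20–40 nM final (set by batch activity) with 10 uM ATP, 30 min at 37 °C, in presence of 76 uM compound. Detection by competitive ADP HTRF, 30 min ambient.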
A549 viability: kills or reduces viability of A549 cells in Nrf2 counter-screen; Potency, µM (series often up to 46 µM), without a hit: top-dose activity change, negative = cytotoxicity, actives largely listed as inhibitors; hit rate 0.16% among 390,000; A549 ARE-Fluc cells, CellTiter-Fluor viability, 18-24 h; further: potency means the concentration at half of the fitted maximal effect; on the % scale 0 is the no-effect control and ±100 the full control effect
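A549 ARE-Fluc cells in 5% FBS OPTI-MEM, 5000 cells/well, rested 2 h then exposed to compounds in concentration-response for 18-24 h at 37 °C. Viability by CellTiter-Fluor fluorescence (Ex 405/Em 525) after 30 min; luciferase luminescence (BugLite, 15 min, RT) read afterwards.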
Nrf2 block: Nrf2 pathway inhibition | Potency, µM (doses to about 46 µM), for the others: at the highest dose activity change, negative = inhibition, usual class: inhibitors | hit rate 2.1% among 360,000 | A549 ARE-Fluc reporter, luciferase luminescence, 18-24 h; further: potency means the concentration at half of the fitted maximal effect; on the % scale 0 is the no-effect control and ±100 the full control effect; nearly all actives have a fitted effect of over 60% in size
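Cells were seeded and rested 2 h, then exposed to compounds for 18-24 h. CellTiter-Fluor was read first as a viability measure. BugLite was added 15 min before the final luminescent read of ARE-luciferase activity in A549 cells.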
Nrf2 ARE act: activators of Nrf2 (ARE) signaling. Potency, µM (series often up to 46.1 µM), inactives show at the top dose activation, most hits filed as activators. hit rate 0.31% among 410,000. AREc32 ARE-luciferase reporter (MCF7-derived line), luminescence, 24 h; further: potency means the concentration at half of the fitted maximal effect; % of control where 0% means no effect; nearly all actives have a fitted effect of over 65% in size
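Cells of the AREc32 ARE-luciferase line are plated in OPTI-MEM containing 5% FBS and left overnight at 37 deg C. Compounds are pinned in, incubation continues 24 hr, and firefly luciferase signal is then measured.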
HepG2 viability: counter-screen for TGF-b inhibitors: cytotoxicity in HepG2 cells | Potency, µM (series often up to 46.1 µM), for inactives: at the highest dose activity change, negative = cytotoxicity, actives largely listed as cytotoxic | HepG2 CAGA-GFP viability, ATP luminescence, 18 h | hit rate 0.76% among 410,000 | AID 588856; further: potency means the concentration at half of the fitted maximal effect; some results filed as inactive show a strong effect at the top dose
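CellTiter-Glo luminescence gave cytotoxicity after 18 hours at 37 degrees C. The cells were HepG2 CAGA-GFP in 1% FBS DMEM, stimulated with 500 pg/mL TGF-beta after compound addition. %Activity was normalised to no-cell wells (complete cell-killing) and DMSO (no toxicity), and curves were fitted and classified.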
Abeta rescue: restores growth of yeast expressing A-beta42 peptide; AID 1347071; Potency, µM (highest dose often 46.1 µM), for the others: at the highest dose growth rescue, hits mostly activators; yeast expressing A-beta42, growth rescue, OD600, 48 h; response scale: 0% DMSO, 100% iron-clioquinol control; hit rate 0.063% among 410,000; further: potency means the concentration at half of the fitted maximal effect; nearly all actives have a fitted effect of over 55% in size
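Growth rescue measured by 600 nm absorbance after 48 h yeast culture at 30 C with compound. Values normalized between DMSO and an equimolar ferric chloride plus clioquinol control.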
Akt phos inh: inhibitors of Akt phosphorylation; hit rate 0.32% among 360,000; Neuro2A IGF-stimulated pAkt S473 HTRF, 20 min; hits give low values; AID 651550; activity change, % for hits at 50 µM; in the data active means activity change below about -80%; inconclusive means mostly about -51% to -80%; further: on the % scale 0 is the no-effect control and ±100 the full control effect
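Single-point screen (50 µM final compound) in Neuro2A cells stimulated 20 min with 6 nM IGF at 37 deg C. After lysis, Ser473-phosphorylated Akt read by HTRF (ex 330 nm, em 615/665 nm) as the 665/615 ratio.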
Starred values were filed as active, the others as inactive; i = inactive; ? = inconclusive; . = not tested or not shown; & = joins results of further samples; [ ] = dose if it differs, or a comment. Unless noted, the call rests on the fitted dose curve; in most records, active means well fitted curve in the direction sought with a large enough effect; inconclusive means small, poorly fitted or top-dose-only effect, or another doubt; inactive means no such curve, though single readings can be large; an effect the other way counts as inactive or inconclusive. No enrichment for hits; any-hit rate near 4.3%.

canonical_smiles	TGFb inhibitor	MmCpn inh	CCT modulator	A549 viability	Nrf2 block	Nrf2 ARE act	HepG2 viability	Abeta rescue	Akt phos inh
COc1ccc(CNC(=O)C(c2ccco2)N(C(=O)c2snc(C(N)=O)c2N)c2cccc(OC)c2)cc1 (centres undefined)	-1%	-9%	-1.9	1%	-8%	2.6%	-13%	-8%	i
COc1cc(N=c2ssnc2Cl)cc(OC)c1	?	1%	1.5	6%	-16%	0.3%	-3%	-94%[inhibitor]	i
O=C(COc1ccc2c(-c3ccccc3)cc(=O)oc2c1)Nc1cccnc1	-20%	1%	-0.2	1%	2.3µM*	-0.2%	2%	4%	i
COc1ccc(S(=O)(=O)NC(=O)C2(C)CCN2C(=O)CCc2ccc(Cl)cc2Cl)cc1 (centres undefined)	2%	.	-0.4	.	.	0.0%[9.22 µM]	-2%	-5%	i
COc1cccc(OC)c1C(=O)NC(C)CCc1ccccc1 (centres undefined)	11%	0%	-0.5	-1%	-7%	-0.1%	4%	-34%[inhibitor]	i
O=C(Cn1cc2c(n1)CCCC2)NCc1cccs1	12%	2%	-1.4	0%	?	-0.4%	2%	-4%	i
Cc1ccc(C)c(Oc2ccc(S(=O)(=O)N3CCN(C)CC3)cn2)c1	-2%	2%	-0.9	10%	1%	-0.4%	-3%	-4%	i
CC(C)c1ccc(NC(=O)C2CC(=O)N(C(C)C)C2)cc1 (centres undefined)	-7%	-1%	-2.4	-21%	-12%	0.3%	-2%	8%	i
COCCCNC(=O)CSc1nc2cc3c(cc2c(=O)n1CCCC(=O)NCc1ccc(OC)cc1)OCO3	18%&-1%	-1%	-0.3	-11%&1%	-8%	2.5%&0.3%	1%&1%	-14%&-4%	i
CN(CC(=O)Nc1ccc(N2CCOCC2)cc1)CC(=O)Nc1ccc(Cl)cc1[N+](=O)[O-]	-1%	-1%	1.6	-5%	2%	3.1%	-17%	-11%	i
O=C(O)COCC(=O)Nc1cc(C(F)(F)F)cc(C(F)(F)F)c1	11%	-2%	-0.9	-5%	6%	3.8%	19%	9%	i
Nc1c(C(=O)NCCc2ccccc2)nnn1Cc1ccc(Br)cc1F	-2%	-1%	0.7	-3%	-8%	-0.1%	2%	-3%	i
Nc1nonc1-n1nnc(C(=O)N/N=C/C2CCCCC2)c1-c1ccccc1	8%	-3%	-1.0	-4%	5%	-0.8%	5%	-5%	i
CC1=C(C(=O)N2CCCCCC2)CC(CC(=O)NC2CCCCC2)C(=O)N1Cc1ccccc1 (centres undefined)	?	.	1.1	.	.	0.2%	2%	1%	i
N#C/C(=C\N1CCOCC1)S(=O)(=O)c1ccc(Cl)cc1	-1%	-1%	-0.2	3%	4%	-0.4%	14%	-5%	i
Fc1cccc(F)c1/C=N/N1CCOCC1	-2%	1%	-19	-6%	-5%	-0.5%	0%	8%	i
COc1cccc(CNC(=O)C(c2ccc(Cl)cc2)C(C)C)c1 (centres undefined)	5%	1%	2.1	-3%	3%	-0.3%	-3%	5%	i
CN(C)c1cncc(C(=O)O)c1	3%	1%	-0.6	-1%	-8%	0.3%	1%	-5%	i
Cc1ccc(C)c(OCCCCN2CCNCC2)c1C	16%	-1%	1.1	2%	-1%	3.4%	-13%	-17%	i
O=C(Nc1nccs1)C1CC(=O)N(c2ccc(F)cc2)C1 (centres undefined)	-5%	0%	1.6	4%	1%	0.1%	-8%	-3%	i
COc1ccc(CNC(=O)CN(Cc2ccco2)C(=O)CCC(=O)Nc2ccccn2)cc1	-27%	0%	1.0	1%	-11%	0.4%	-14%	-4%	i
CCOC(=O)c1c(C)oc2nc(C)nc(N3CCN(c4ccccc4F)CC3)c12	3%	.	.	2%	?	-0.2%	5%	-48%[inhibitor]	.
CC(C)n1c(N2CCN(S(=O)(=O)c3cccc([N+](=O)[O-])c3)CC2)nc2ccccc21	-8%	1%	-1.2	6%	4%	0.5%[9.22 µM]	-11%	-2%	i
CCOCc1cn(CC(=O)c2ccc([N+](=O)[O-])cc2)c(C)nc1=N	1%	-1%	1.1	-7%	-9%	-0.3%	-23%	-12%	i
O=C1N=C(N2CCCC2)CN1c1ccccc1	0%	-2%	3.4	0%	28%	0.1%	8%	7%	i
COC(=O)/C(=C\C(=O)c1ccc([N+](=O)[O-])cc1)Nc1ccc(OC)cc1	?	2%	-3.5	-21%	4%	0.7%	-35%	-3%	i
CN(C)c1ccc(C(=O)OCC(=O)NC2CCCCC2)cc1	0%	0%	-2.7	4%	-13%	2.4%	-25%	12%	i
Cc1ccc(C)c(OC(=O)C2CSC3(C)CCC(=O)N23)c1C (centres undefined)	-11%	-2%	2.1	3%	?	1.0%	-21%	6%	i
O=S(=O)(c1ccc(-n2cnnn2)cc1)N(C1CCCCC1)C1CCCCC1	-15%	1%	-0.5	4%	-3%	-1.5%	-30%	10%	i
COc1ccc(-c2cc(=O)c3cc(OC)ccc3o2)cc1	2%	-1%	0.7	-4%	?	-1.4%	3%	-13%	i

The results go on:
canonical_smiles	TGFb inhibitor	MmCpn inh	CCT modulator	A549 viability	Nrf2 block	Nrf2 ARE act	HepG2 viability	Abeta rescue	Akt phos inh
CCOc1ccc(C(C)NC(=O)C2CCN(S(=O)(=O)c3ccc(OC)cc3)CC2)cc1OCC (centres undefined)	5%	.	-2.1	0%	10%	0.3%	-3%	-4%	i
CCOC(=O)N1CCN(C(=O)COC(=O)CNC(=O)c2ccc(OCC)c(OCC)c2)CC1	-2%	-1%	-1.5	6%	3%	0.2%	3%	-3%	i
COc1ccc(N2C(=S)N=C(Nc3cccc(C)c3)C23CCCCC3)cc1	2%	-1%	-5.8	1%	-3%	2.3%	-15%	3%	i
CC1CC(C)CN(CCCNC(=O)Cn2ncc3c([nH]c4ccccc43)c2=O)C1 (centres undefined)	-5%	2%	2.1	-9%	-27%	-0.9%	-3%	-4%	.
CN(CC(=O)Nc1sccc1C(N)=O)S(=O)(=O)c1ccc(Cl)cc1	-18%	-1%	-1.5	-2%	3%	-0.5%	-17%	-16%	i
CCOc1ccc(CNC(=O)C2CCN(c3nnc(-n4c(C)ccc4C)s3)CC2)cc1	.	.	.	2%	15µM*	6.3%	-32%	-23%	.
Cc1ccc2c(CC(=O)Nc3ccc(S(=O)(=O)Nc4nc(C)cc(C)n4)cc3)coc2c1	0%	.	.	0%	-25%	0.5%	2%	4%	.
CS(=O)(=O)c1ccc2nc(NC(=O)Nc3ccc(Cl)c(Cl)c3)sc2c1	-8%	-2%	-0.6	-2%	-20%	-0.8%	-5%	15%	i
COc1ccccc1C(=O)N=c1sc2c(C)ccc(OC)c2n1C	1%	-22%	-1.2	9%	24%	4.1%	-6%	-36%[inhibitor]	i
COc1ccc(-c2nnc(SCC(=O)Nc3ccccc3)n2C)cc1	-15%	-1%	4.6	1%	9%	-0.3%	6%	4%	.
COc1ccc(COCC(CC(C)C)N2CCN(C(=O)c3cccc(C(F)(F)F)c3)CCC2=O)cc1 (centres undefined)	-22%	6%	0.2	-12%	7%	6.2%	-31%	-1%	i
CC(OC(=O)c1ccc(NC(=O)CC#N)cc1)C(=O)NCCC1=CCCCC1 (centres undefined)	-19%	-3%	3.1	1%	7%	-0.9%	-2%	-19%	i
Cc1ccc(NC(=O)c2ccc(Cl)cc2Cl)cc1O	?	-1%	0.1	-14%	?	4.3%	-39%	-26%	i
Cc1ccc(CNC(=O)C2CCC(=O)N2C2CCCCC2)cc1 (centres undefined)	-3%	-1%	-1.3	18%[1.84 µM]	9%	0.0%	0%	5%	i
Cn1c(C(=O)N2CCN(Cc3ccc4c(c3)OCO4)CC2)cc2sccc21	-15%	-2%	-3.7	6%	.	0.2%	-24%	4%	i
CCc1ccc(S(=O)(=O)/N=C2\C=C(Nc3ccc(O)cc3)C(=O)c3ccccc32)cc1	0.89µM*	-4%	-0.2	12µM*	8.2µM*	-2.1%	1.1µM*	-1%	i
COc1ccc2nc(-c3ccccc3)cc(C(=O)OCC(=O)NC3CC3)c2c1	4%	-8%	0.1	3%	24%	3.2%	9%	3%	i
COc1ccc(NC(=O)CCNC(=O)N2CC(=O)Nc3ccccc32)cc1	-2%	.	2.0	.	.	3.2%	-2%	1%	i
O=C(Nc1ccc(F)cc1)Nc1ccc2ccccc2n1	7%	0%	0.8	-19%	-26%	2.4%	9%	0%	i
CCN(CC)S(=O)(=O)c1cccc(C(=O)OC2CCOC2=O)c1 (centres undefined)	3%	-1%	1.2	3%	-3%	0.0%	-11%	3%	i
O=C(COc1ccccc1)Nc1cccc(-c2ccc(N3CCOCC3)nn2)c1	-1%	-4%	0.4	1%	?	3.0%	-53%	15%	i
O=C(Cc1cccc2ccccc12)NNC(=O)c1ccc(Br)o1	-6%	-1%	-3.4	0%	-5%	0.2%	-1%	5%	i
Cc1ccc(C(=O)O/N=C2\CCS(=O)(=O)c3sccc32)cc1	17%	-2%	0.8	-2%	-29%	0.4%	23%	-1%	i
CCOC(=O)C1CCN(S(=O)(=O)c2cc3c4c(c2)CC(=O)N4CCC3)CC1	-10%	.	.	-5%	.	-1.1%	5%	-10%	.
